Compound activity (PubChem BioAssay)
Mdm2-MdmX inh: inhibitors of human Mdm2-MdmX association, primary screen, cell-based, luminescence, split luciferase, SaOS-2, uHTS | Protein Mdm4 (Homo sapiens) + E3 ubiquitin-protein ligase Mdm2 (Homo sapiens), … | SaOS-2 split-luciferase Mdm2/MdmX complementation | inhibition, % at 8 µM | 330,000 compounds, 3% hits | AID 485346, 2010;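 active means inhibition of at least 50% at 8 µM in the primary screen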
Jurkat NFkB inh: inhibitors of induced NF-kB luciferase reporter, primary screen, TCR NF-kB activation inhibitor project, cell-based, luminescence, uHTS. Jurkat, PMA/ionomycin-induced NF-kB luciferase reporter. inhibition, % at 4 µM. 330,000 compounds, 0.53% hits; in the data active means inhibition above about 50%
697 NFkB inh: inhibitors of PMA/ionomycin-induced NF-kB reporter, 697 cells, primary screen, B-cell NF-kB inhibitor project, cell-based, luminescence, uHTS; 697 B-cell NF-kB luciferase reporter, 16 h; inhibition, % at 4 µM; 330,000 compounds, 0.33% hits; in the data active means inhibition above about 35%
APJ antagonist: antagonists of human apelin receptor APJ, primary screen, CHO-K1 cells, beta-arrestin complementation, luminescence; P35414; inhibition, % at 20 µM; 330,000 compounds, 0.32% hits; AID 2521, 2010;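 active means inhibition above about 40% at 20 µM, limit read from the data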;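 further: cells challenged with 10 nM apelin-13 agonist together with compound; plate controls were apelin-13 plus DMSO wells for no effect and DMSO wells lacking apelin-13 for full effect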
Target sequence (P35414 whole entry, looked up): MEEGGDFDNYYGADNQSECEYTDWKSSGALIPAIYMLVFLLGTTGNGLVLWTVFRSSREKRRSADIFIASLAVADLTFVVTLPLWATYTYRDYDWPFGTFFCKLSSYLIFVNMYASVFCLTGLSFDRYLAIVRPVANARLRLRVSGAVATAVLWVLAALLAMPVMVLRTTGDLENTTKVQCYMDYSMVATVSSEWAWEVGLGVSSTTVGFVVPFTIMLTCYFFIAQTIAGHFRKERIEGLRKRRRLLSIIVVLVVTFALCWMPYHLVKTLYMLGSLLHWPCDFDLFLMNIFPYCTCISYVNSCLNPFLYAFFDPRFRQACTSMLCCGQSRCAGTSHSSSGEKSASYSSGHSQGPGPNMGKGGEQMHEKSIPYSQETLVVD
UPR CHOP act: activators of apoptotic CHOP UPR arm, primary screen, cell-based, CHO-CHOP luciferase reporter, luminescence, uHTS; UPR activation; percent of tunicamycin response over DMSO baseline; activation, % at 10 µM; 330,000 compounds, 0.34% hits;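 active means at 10 µM dose, activation of 40% or more, normalized to positive control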;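 further: 100% = tunicamycin at 10 µg/mL and 0% = DMSO alone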
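System: CHO-CHOP luciferase reporter cell line; amount: 500 cells/well; buffer or medium: F12 medium containing 10% fetal bovine serum; incubation: 6 h compound exposure at 37 °C after overnight seeding; measured by: luciferase luminescence after 10 min with Steady-Glo reagent; evaluation: % reporter activation, DMSO baseline versus tunicamycin full activation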
tim23-1 inh: growth inhibitors of tim23-1 mutant yeast, primary screen, luminescence, uHTS; 330,000 compounds, 1.3% hits; S. cerevisiae tim23-1 growth, BacTiter-Glo luminescence, 24 h; inhibition, % at 20 µM;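 active means growth inhibition of the mutant yeast at or above 50%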;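 further: temperature-sensitive mutant grown at 25 °C; plate controls were DMSO-treated mutant yeast for no effect and medium wells lacking yeast for full effect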
APJ ag: agonists of human apelin receptor APJ, primary screen, CHO-K1 cells, PathHunter beta-arrestin, luminescence; P35414; 0% DMSO wells, 100% apelin; activation, % at 20 µM; 330,000 compounds, 0.11% hits; AID 2520, 2010;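 active means activation more than six SD over the plate average, tested at 20 µM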;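 further: 0% = DMSO alone and 100% = apelin-13 at 10 nM; some results filed as inactive read as strong as hits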
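Test system: CHO-K1 APJ beta-arrestin complementation cell line. Amount: cell density 1000 per well. Controls: DMSO negative, 10 nM Apelin-13 positive. Signal: luminescent beta-gal fragment complementation, chemiluminescent substrate. Read-out basis: agonist-driven arrestin binding to APJ. Timing: compound stimulation 90 min at 25 °C, detection 60 min.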
UPR XBP1 act: activators of adaptive XBP1 UPR arm, primary screen, cell-based, CHO-XBP1 luciferase reporter, luminescence, uHTS; IRE1-XBP1 UPR activation; percent of tunicamycin response, DMSO as zero; activation, % at 20 µM; AID 463104, 2010; 330,000 compounds, 0.33% hits;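 active means versus positive control, 20 µM dose yields 30% or more activation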;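 further: 100% = tunicamycin at 10 µg/mL and 0% = DMSO only wells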
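Material: CHO cell line with stable XBP1 luciferase reporter; buffer or medium: F12 medium containing 10% fetal bovine serum; compound: single point, 20 µM final compound, 1% DMSO; incubation: 6 h treatment, 37 °C; measured by: glow luminescence from Steady-Glo reagent; evaluation: activation, % of tunicamycin; control set: tunicamycin high, DMSO low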
* hit, by the source's call; nt = not tested or not shown.

smiles | UPR CHOP act | Jurkat NFkB inh | tim23-1 inh | UPR XBP1 act | Mdm2-MdmX inh | APJ ag | 697 NFkB inh | APJ antagonist
O=C(COC(=O)c1cc([N+](=O)[O-])ccc1NCCO)c1ccccc1 | 1.3 | 1.9 | 11.8 | 0.3 | 1.4 | 0.8 | -32.8 | -2.2
COc1ccc(C(=O)N2CCN(c3ccc(C(C)=O)cc3F)CC2)cc1S(=O)(=O)NC1CC1 | 1.8 | -20.9 | -2.9 | 2.2 | -2.5 | 2.5 | -3.4 | 5.4
Cc1cc(NC(=O)CCCC(=O)Nc2ccc(F)cc2)no1 | -3.0 | -9.6 | -3.0 | -0.9 | -12.7 | -1.8 | -5.2 | 3.8
N/N=C(\c1ccccc1)c1cc(Br)ccc1N | -1.4 | -0.4 | 46.3 | -2.4 | 16.4 | -2.0 | -2.9 | 5.3
O=C(/C=C/c1ccco1)N1CCN(S(=O)(=O)c2ccccc2)CC1 | 2.9 | 11.0 | 5.5 | -1.1 | -9.1 | -3.1 | 11.8 | -6.4
Cc1ccc(S(=O)(=O)N2CC(=O)NC(=O)C2)cc1 | 1.3 | 11.2 | 0.6 | -3.5 | 24.2 | -3.8 | 1.9 | -9.1
COc1ccc(-c2nc3ccccc3c(=O)n2CC(C)C)cc1 | 1.7 | -3.8 | 11.0 | -3.6 | 5.1 | -0.3 | 0.7 | 5.1
Cc1ccc(SCC(=O)NC(=O)c2ccc(S(=O)(=O)N(C)C)cc2)cc1C | 0.7 | -0.4 | 8.3 | -1.4 | 2.2 | -3.2 | 23.7 | 0.6
COc1c(C)cc(C(=O)C2CCCN(C(=O)c3ccoc3)C2)cc1C (centres undefined) | 1.0 | -8.0 | 7.0 | -0.2 | 3.1 | -1.8 | 2.7 | 19.2
Cc1csc(NC(=O)CSc2nnc(-c3ccc(S(=O)(=O)N4CCCC4)cc3)o2)n1 | 3.0 | 2.8 | -17.7 | -0.3 | -18.0 | -0.5 | -9.0 | 4.9
CC(C)c1cccc(C(C)C)c1OCCCCN1CCCC1 | 0.0 | -1.9 | 0.4 | -3.4 | 3.1 | 0.5 | -4.7 | 12.7
COc1ccc(CN2CCN(CCc3ccccc3)C(CCO)C2)cc1Cn1cncn1 (centres undefined) | -0.7 | -10.5 | 10.7 | 1.8 | 1.4 | -3.9 | -7.4 | -3.8
CCCCNC(=O)CN1C(=O)NC2(CCCc3ccccc32)C1=O (centres undefined) | 0.7 | -7.8 | 9.7 | 1.1 | 3.1 | 0.2 | 10.2 | -5.1
CCOc1ccc(NS(=O)(=O)c2ccc(C(=O)N3CCCCCC3)cc2)cc1 | -1.4 | 9.4 | 16.6 | -0.1 | -15.4 | 8.7 | -24.0 | -8.5
CSC[C@H](NC(=O)COc1cc2c(c3oc(=O)c(C)c(C)c13)CCC(C)(C)O2)C(=O)O | -2.3 | -16.0 | 13.5 | -7.0 | 9.4 | -2.4 | 12.8 | -2.6
COC(=O)c1ccccc1NC(=O)c1ccnn1C | -1.7 | 12.5 | 5.0 | 2.4 | 6.9 | -4.2 | 0.0 | 16.5
COc1ccc(-c2nc(CS(=O)CC(=O)NCCN3CCCCC3C)c(C)o2)cc1OC (centres undefined) | -0.6 | -2.8 | 11.4 | -5.5 | -14.7 | 8.9 | 0.7 | 13.0
Cc1ccc(S(=O)(=O)c2ccccc2)cc1S | -0.8 | -12.1 | 13.2 | 3.9 | -1.5 | -1.8 | -13.9 | -21.5
COC(=O)c1ccc(-c2nc(CN3CCN(Cc4cccc(C)c4)CC3)c(C)o2)cc1 | 0.1 | -24.8 | 4.0 | -2.0 | 18.8 | -1.9 | -36.3 | -36.1
N#Cc1ccsc1NC(=O)CN1CCN(S(=O)(=O)c2ccc3ccccc3c2)CC1 | -0.3 | 1.7 | 11.0 | -4.2 | 11.4 | -0.5 | 17.2 | -10.8

smiles | UPR CHOP act | Jurkat NFkB inh | tim23-1 inh | UPR XBP1 act | Mdm2-MdmX inh | APJ ag | 697 NFkB inh | APJ antagonist
Cc1cccc(NC(=O)CNC(=O)c2ccccc2Cl)n1 | -0.1 | -9.7 | 11.6 | -1.6 | 23.3 | -5.7 | -2.2 | -8.2
CC(C)[C@@H]1N[C@]2(C(=O)Nc3ccccc32)[C@@H]2C(=O)N(c3cccc(C(F)(F)F)c3)C(=O)[C@@H]21 | -3.6 | -1.1 | 9.7 | 0.4 | 21.8 | -3.0 | 18.1 | 5.9
NCCCC[C@H]1CNC(=S)N1CC1CCCCC1 | 0.0 | 11.6 | 13.2 | -0.4 | -9.4 | 8.2 | -3.8 | -0.1
Cc1c(CNCCc2ccc(Cl)cc2)c(C(=O)O)c(C)n1Cc1ccccc1 | 1.6 | 13.2 | 2.4 | -4.7 | 13.7 | -1.8 | 10.8 | 22.6
COc1ccc(C(=S)N2CCN(c3cccc(Cl)c3)CC2)c(OC)c1 | -0.1 | 63.1* | 29.9 | -2.5 | 44.2 | -2.7 | -37.8 | 2.6
Cc1cc(C)c2c(c1)c(C)cc1nnc(SCC(=O)c3cccs3)n12 | 2.4 | -5.2 | 13.1 | 3.9 | -11.2 | -1.3 | -13.0 | -9.3
O=C(COC(=O)CCc1nc2ccccc2c(=O)[nH]1)NC(=O)NC1CCCC1 | 0.1 | 5.5 | 3.8 | -4.6 | 17.0 | -3.0 | 7.6 | 14.7
Cc1ccc(NC(=O)CSC2=NCCN2)cc1 | -1.9 | -11.5 | -2.1 | -1.0 | 12.3 | -1.6 | 23.4 | -8.7
Cn1c(=O)c2c(nc(SCCN3CCOCC3)n2Cc2ccccc2Cl)n(C)c1=O | 2.0 | 3.9 | 30.6 | 3.4 | -12.0 | 0.0 | -17.7 | 2.0
CCN(CC)c1ccc(NC(=O)COc2ccccc2C#N)cc1S(=O)(=O)Nc1ccc(OC)cc1 | 1.6 | 8.2 | 21.7 | -0.9 | -5.5 | -2.5 | 0.0 | 8.7
CC(=O)c1ccc(NS(=O)(=O)c2ccc(N/C=C/C(=O)c3ccc(F)cc3)cc2)cc1 | 4.8 | -6.8 | -7.6 | -0.6 | -4.9 | -1.5 | 9.8 | -18.7
Clc1ccc(-c2noc(CN3CCCC3)n2)cc1 | 1.9 | -49.7 | 16.1 | -1.2 | -13.1 | -7.2 | -23.0 | 2.3
O=C(CCCc1c[nH]c2ccccc12)N1CCOCC1 | -1.9 | -3.9 | 18.9 | 1.0 | 15.3 | -1.0 | -5.6 | 9.6
COc1cccc(CNc2ccc([N+](=O)[O-])c(NCC(=O)O)n2)c1 | -2.3 | -1.8 | 3.0 | -0.5 | 9.9 | -5.4 | 8.5 | 26.8
CC(C)[C@H](N)C(=O)OCCOCn1cnc2c(=O)[nH]c(N)nc21 | -0.7 | -2.6 | 3.3 | -8.4 | -2.0 | -3.3 | 9.2 | 2.8
CC1C[N+](=C2C=C(N3CCOCC3)CC(C)(C)C2)CC(C)O1 (centres undefined) | 0.2 | 2.5 | -14.9 | -1.4 | 9.5 | -4.8 | 19.8 | 2.0
COc1ccc(-c2nc(CCNC(=O)c3ccco3)cs2)cc1OC | 0.5 | -1.4 | 3.3 | 4.8 | 7.6 | 4.4 | -1.9 | 9.7
O=S(=O)(Cc1ccccc1)NCC1CCCO1 (centres undefined) | 0.9 | -0.9 | -2.3 | -0.3 | 8.0 | -0.1 | -7.4 | -11.0
COc1cc(C)c(Br)cc1S(=O)(=O)NCCN1CCOCC1 | -0.7 | -3.5 | 12.9 | -2.8 | -9.9 | -0.6 | 2.0 | -0.5
CNC(=O)c1c2c(nc3ccc(Br)cc13)CCCC2 | -1.6 | -4.2 | 10.4 | -1.3 | -11.2 | -3.6 | 3.2 | 19.8

A few values from the list.
For 697 NFkB inh, CC1C[N+](=C2C=C(N3CCOCC3)CC(C)(C)C2)CC(C)O1 (centres undefined) reads 19.8
For Mdm2-MdmX inh, CC(=O)c1ccc(NS(=O)(=O)c2ccc(N/C=C/C(=O)c3ccc(F)cc3)cc2)cc1 reads -4.9
For APJ antagonist, NCCCC[C@H]1CNC(=S)N1CC1CCCCC1 reads -0.1
For tim23-1 inh, CSC[C@H](NC(=O)COc1cc2c(c3oc(=O)c(C)c(C)c13)CCC(C)(C)O2)C(=O)O reads 13.5
For UPR CHOP act, Cn1c(=O)c2c(nc(SCCN3CCOCC3)n2Cc2ccccc2Cl)n(C)c1=O reads 2.0

Going on with the list.
smiles | UPR CHOP act | Jurkat NFkB inh | tim23-1 inh | UPR XBP1 act | Mdm2-MdmX inh | APJ ag | 697 NFkB inh | APJ antagonist
C[N+](C)(C)CCCCCCC(=O)/C=N/O | -2.2 | 15.1 | 7.4 | -0.4 | 8.6 | -0.2 | 4.9 | -12.8
CCN1CNC(=S)N(CCc2ccccc2)C1 | 2.6 | 2.9 | 5.2 | 1.9 | -6.4 | -2.8 | -13.9 | -15.4
COc1ccc(C(CCN2CCOCC2)c2c(OC)cc(OC)c3c(-c4ccccc4)cc(=O)oc23)cc1 (centres undefined) | 1.9 | nt | 32.2 | 14.6 | 41.6 | nt | 0.6 | nt
O=C(NCCC1CCCCN1S(=O)(=O)c1ccc(Cl)cc1)C(=O)NCCN1CCOCC1 (centres undefined) | 0.5 | 0.8 | 1.5 | -3.7 | -12.5 | 5.8 | 23.2 | 3.1
COc1ccc(NC(=O)CSc2n[nH]c(=O)n2Cc2ccccc2)cc1Cl | -1.6 | -17.5 | -4.6 | 1.2 | 7.0 | 2.0 | 5.4 | 1.0
CCc1cccc(NS(=O)(=O)c2ccc3c(c2)oc(=O)n3C)c1 | -2.8 | 9.2 | 10.4 | -1.2 | 8.2 | -3.1 | 9.5 | 5.6
CCOC(=O)C1CCN(C(C(=O)Nc2ccc3c(c2)OCCO3)c2ccccc2)CC1 (centres undefined) | -2.6 | -17.5 | 1.4 | 1.3 | 13.3 | -2.9 | -20.9 | -26.0
CC1CCc2c(sc(NC(=O)C3c4ccccc4Oc4ccccc43)c2C(N)=O)C1 (centres undefined) | 5.3 | 9.3 | -0.1 | 4.2 | -6.3 | 4.8 | -7.9 | -4.2
O=C(O)CCSc1nnnn1-c1ccccc1 | -0.8 | 17.0 | 4.4 | -2.7 | -8.2 | -4.4 | 11.0 | -9.0
NC(=O)C1CCN(CC(=O)Nc2cccnc2Cl)CC1 | 1.0 | 6.4 | -3.8 | 0.7 | -8.9 | -1.3 | 5.1 | 6.3

Part of the list above, with values under each structure.
Values run as follows: UPR CHOP act, Jurkat NFkB inh, tim23-1 inh, UPR XBP1 act, Mdm2-MdmX inh, APJ ag, 697 NFkB inh, APJ antagonist
- COc1ccc(C(CCN2CCOCC2)c2c(OC)cc(OC)c3c(-c4ccccc4)cc(=O)oc23)cc1 (centres undefined)
→ 1.9, nt, 32.2, 14.6, 41.6, nt, 0.6, nt
- O=C(NCCC1CCCCN1S(=O)(=O)c1ccc(Cl)cc1)C(=O)NCCN1CCOCC1 (centres undefined)
→ 0.5, 0.8, 1.5, -3.7, -12.5, 5.8, 23.2, 3.1
